Source: PubChem BioAssay
KCNQ1 block: inhibitors of human KCNQ1 channel, primary screen, cell-based, thallium flux, high-throughput | Potassium voltage-gated channel subfamily KQT member 1 (Homo sapiens), P51787 | 310,000 compounds, 1.3% hits | CHO-K1 KCNQ1, FluxOR thallium flux fluorescence; stronger effect = higher value | B-score at 10 µM;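 active = compounds whose thallium flux B-score, printed positive for inhibition, exceeds three library SD while starting fluorescence stays within three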;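 also: channel opened by potassium depolarization with thallium stimulus after 20 min compound exposure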
HDAC3 inhib: HDAC3 deacetylase inhibitors, primary screen, biochemical, fluorescence, cell-free homogeneous. recombinant HDAC3, fluorogenic peptide/trypsin coupled. inhibition, % at 8.3 µM. 320,000 compounds, 0.15% hits; in the data active = inhibition above about 26%, passing the limit was not always enough
hERG rescue: hERG rescue from dofetilide block, primary screen, cell-based, CHO-hERG, FluxOR thallium flux, dofetilide IC70; dofetilide IC70 present; Voltage-gated inwardly rectifying potassium channel KCNH2 (Homo sapiens), Q12809; 310,000 compounds, 0.51% hits; activation (rescue from dofetilide block), less the hit threshold, % at 10 µM;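 active = activation above the mean of controls blocked by dofetilide plus 5 SD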;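 also: thallium influx through hERG after potassium depolarization seen as dye fluorescence rise; in these data hits start at about 4.7%; inactives centre near -7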
PolyA inhibitor: polyadenylation inhibitors in yeast reporter cells, primary screen, luminescence, S. cerevisiae. S. cerevisiae SKY197-pL101 polyadenylation reporter, beta-gal luminescence; efflux-impaired pdr1/pdr3 knockout yeast; score 100 = 6 SD above DMSO. calls only at 12 µM. 300,000 compounds, 0.02% hits. AID 1875, 2009;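 active = lowest replicate activity score at least 50, where 100 means six control SD above control mean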;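 also: yeast exposed to compound for 9 h at 30 °C; higher score means more reporter readthrough which indicates perturbed polyadenylation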
KCNK3 block: human KCNK3 channel inhibitors, primary screen, CHO cells, FluxOR thallium flux, B-score. B-score at 10 µM. 340,000 compounds, 0.84% hits. FluxOR fluorescence; stronger effect = lower value. Potassium channel subfamily K member 3 (Homo sapiens), O14649;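 active = B-score under library mean minus 4 SD, starting fluorescence ratio at most library mean plus 5 SD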;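 also: more negative B-score means stronger inhibition of thallium flux through KCNK3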
Target sequence (O14649 whole entry, looked up): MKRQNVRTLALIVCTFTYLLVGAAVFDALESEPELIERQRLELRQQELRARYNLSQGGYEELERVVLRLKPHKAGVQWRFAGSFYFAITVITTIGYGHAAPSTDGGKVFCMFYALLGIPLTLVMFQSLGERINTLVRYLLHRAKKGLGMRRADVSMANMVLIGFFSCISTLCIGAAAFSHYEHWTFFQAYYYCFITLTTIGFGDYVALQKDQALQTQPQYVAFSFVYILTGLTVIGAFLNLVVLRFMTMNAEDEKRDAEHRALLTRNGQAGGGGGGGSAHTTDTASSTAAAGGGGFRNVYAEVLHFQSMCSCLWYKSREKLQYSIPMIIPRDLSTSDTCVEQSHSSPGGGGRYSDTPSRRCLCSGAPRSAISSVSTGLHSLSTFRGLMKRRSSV
GSK3 alpha inh: blockers of GSK3A enzyme activity – biochemical, luminescence, cell-free homogeneous, HTS, primary screen; GSK-3 alpha kinase, ADP-Glo luminescence, 60 min; Glycogen synthase kinase-3 alpha (Homo sapiens), P49840; 320,000 compounds, 0.1% hits; inhibition, % at 10 µM; AID 2650, 2010;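 in the data active = inhibition above about 50%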;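 also: GST-tagged GSK-3 alpha with peptide substrate and 25 µM ATP; 0% = DMSO neutral wells and 100% = GW8510 positive control wells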
Target sequence (P49840 whole entry, looked up): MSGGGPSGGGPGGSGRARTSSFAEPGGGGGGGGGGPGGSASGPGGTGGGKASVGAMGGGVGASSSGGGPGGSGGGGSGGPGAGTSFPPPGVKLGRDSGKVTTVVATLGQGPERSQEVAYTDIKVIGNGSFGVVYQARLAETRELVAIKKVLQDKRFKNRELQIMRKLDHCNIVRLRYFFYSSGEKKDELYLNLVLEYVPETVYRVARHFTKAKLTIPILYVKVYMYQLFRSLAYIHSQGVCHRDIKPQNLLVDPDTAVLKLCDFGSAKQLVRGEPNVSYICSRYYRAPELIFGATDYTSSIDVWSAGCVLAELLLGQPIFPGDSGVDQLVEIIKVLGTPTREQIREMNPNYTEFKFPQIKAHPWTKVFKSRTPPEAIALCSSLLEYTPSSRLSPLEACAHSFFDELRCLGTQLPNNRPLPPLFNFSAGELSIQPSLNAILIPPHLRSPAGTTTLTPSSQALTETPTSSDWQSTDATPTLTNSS
KCNK9 inh: KCNK9 potassium channel inhibitors, primary screen, HEK293 cells, thallium flux; 310,000 compounds, 1.2% hits; B-score at 10 µM; Potassium channel subfamily K member 9 (Homo sapiens), Q9NPC2; FluxOR thallium flux fluorescence; stronger effect = lower value;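 active = ratio B-score over 3 SD below the library mean, with starting fluorescence within 5 SD of its mean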;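 also: negative B-score means less thallium flux so channel inhibition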
GSK3B inh: human GSK3beta kinase inhibitors, primary screen, biochemical, cell-free homogeneous, HTS. Glycogen synthase kinase-3 beta (Homo sapiens), P49841. GST-GSK3beta kinase, ADP-Glo luminescence, 60 min; stronger effect = lower value. activity score (negative = inhibition), % at 10 µM. 300,000 compounds, 0.038% hits;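 active = more than half of replicate wells score below -50%, meaning over 50% inhibition versus plate controls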;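 also: 0% = median DMSO wells and -100% = median GW8510 positive control wells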
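Test system: GST-tagged human GSK3beta kinase, cell-free; evaluation: activity score scaled between in-plate DMSO and GW8510 controls; measured by: ADP-Glo luminescence; incubation: 60 min reaction, RT; benchmarks: DMSO and 20 µM GW8510; reagent: peptide substrate plus 25 µM ATP (final); medium: Tris/MgCl2 kinase buffer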
Dyrk1A ADPGlo: rat Dyrk1A kinase inhibitors, primary screen, biochemical, single point, plate reader | Dual specificity tyrosine-phosphorylation-regulated kinase 1A (Rattus norvegicus), Q63470 | ADP-Glo luminescence, NFATc1 peptide | inhibition, % at 12.5 µM | 310,000 compounds, 0.43% hits | AID 504441, 2011; in the data active = inhibition above about 50%;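 also: plate controls were vehicle with enzyme for no effect and no enzyme for full effect; many of its hits are not listed in these tables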
RGS4 act: RGS4 potentiators or activators, primary screen, cell-based, HEK293 M3R inducible RGS4, calcium flux. AID 463111, 2010. 310,000 compounds, 0.92% hits. carbachol calcium flux Fluo4; stronger effect = lower value. B-score at 10 µM;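 active = B-score of the integrated calcium signal more than 4 SD below the library mean, with starting fluorescence not abnormally high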;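 also: negative B-score means reduced calcium response which marks RGS4 activation or potentiation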
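Assay system: Inducible-RGS4 HEK293 cells carrying M3 receptor | Schedule: Compound preincubation 20 min at room temperature before agonist | Signal: Kinetic calcium fluorescence imaging with Fluo4-AM dye, 2 µM | Read-out basis: B score from integrated fluorescence ratio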
KCNQ1 act: potentiators or activators of KCNQ1 channel, primary screen, cell-based, thallium flux, high-throughput; Potassium voltage-gated channel subfamily KQT member 1 (Homo sapiens), P51787; CHO-K1 KCNQ1, thallium flux FluxOR fluorescence; stronger effect = higher value; B-score at 10 µM; 310,000 compounds, 0.35% hits;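 active = fluorescence ratio B-score, a plate-corrected score, at least three library SD, with initial intensity B-score within 5 SD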
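Test system: CHO-K1 cells stably expressing KCNQ1 / Medium: assay buffer / Also added: depolarizing K+/Tl+ stimulus, K2SO4 and Tl2SO4 each 12.5 mM in 5x stock / Incubation: 90 min dye loading and 20 min compound exposure, both at room temperature / Signal: thallium influx via FluxOR fluorescence, kinetic imaging / Evaluation: B score of baseline-normalized fluorescence ratio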
* marks the source's active call; other numbers are inactive results; i = inactive; . = no result given.

SMILES	KCNQ1 block	HDAC3 inhib	hERG rescue	PolyA inhibitor	KCNK3 block	GSK3 alpha inh	KCNK9 inh	GSK3B inh	Dyrk1A ADPGlo	RGS4 act	KCNQ1 act
CC(C)N(C(=O)Cn1c(SCC(=O)NCc2ccc3c(c2)OCO3)nc2ccccc21)C(C)C	.	-2	.	i	i	1	.	1	1	.	.
O=C(c1ccc(S(=O)(=O)N2CCCCC2)cc1)N1CCN(Cc2ccc3c(c2)OCO3)CC1	i	.	-8	i	i	.	i	5	7	i	i
CCNC(=O)NC(=O)C(C)OC(=O)c1cccn1C (stereo unspecified)	i	-5	-2	i	i	-2	i	-2	2	i	i
COc1ccc(C(CNC(=O)COc2cc(C)c(Cl)c(C)c2)N2CCCCC2)cc1 (stereo unspecified)	i	.	-13	i	i	.	i	-6	10	i	i
CCC(=O)N(Cc1ccc2c(c1)OCO2)Cc1cc2cc(OC)ccc2[nH]c1=O	i	1	-3	i	i	0	i	4	6	i	i
COCCN(C)C(=O)CCc1nnc(Cc2ccc(-c3ccccc3)cc2)o1	i	-1	-17	i	i	-1	i	-4	-4	i	i
COc1ccc(N2CCN(C(=O)CSc3ccc([N+](=O)[O-])cc3)CC2)cc1	8*	7	-3	i	i	-1	i	2	-2	i	i
CCOc1ncccc1C(=O)OCC(=O)Nc1ccc(C(C)C)cc1	i	4	-13	i	i	-3	i	-23	9	i	i
Cc1ccc(C(=O)N/C(=C\c2ccco2)C(=O)NCCCn2ccnc2)cc1C	i	0	-3	i	i	-2	i	1	-1	i	i
Cc1onc(C(=O)N2CCC(Cc3ccccc3)CC2)c1[N+](=O)[O-]	i	.	-12	i	i	.	i	1	4	i	i
CCC(Sc1nc2ncccc2[nH]1)C(=O)NCCc1ccccc1 (stereo unspecified)	i	10	-6	i	i	8	i	2	-8	i	i
O=[N+]([O-])c1ccc(N2CCCCC2)nc1N1CCCCC1	i	5	-14	i	i	-3	i	5	12	i	i
CC(C)CC(c1nnnn1C1CCCCC1)N1CCN(c2ncccn2)CC1 (stereo unspecified)	i	2	-11	i	i	10	i	3	3	i	i
Cc1cc(C)c(NC(=O)CCCN2CCCC2)c(C)c1	i	-6	-4	i	i	-4	i	-2	10	i	i
O=C(CNCc1ccccc1)Nc1cccc(Cl)c1Cl	i	1	-5	i	i	-1	i	0	4	i	i
O=C(Cn1c(C(F)(F)F)nc2ccccc21)NCCN1CCCC1	i	3	-7	.	i	1	i	3	-65	i	i
O=S(=O)(c1cccc2nsnc12)N1CCN(C/C=C\c2ccccc2)CC1	i	-7	-11	i	i	-2	i	1	5	i	i
Cc1cc(NC(=O)CSc2nc3c([nH]c4ccccc43)c(=O)n2-c2cccc(C(F)(F)F)c2)no1	i	.	-7	i	-11*	.	i	-1	7	i	i
Cc1ccnc(NS(=O)(=O)c2ccc(NC(=O)c3oc4ccc(F)cc4c3C)cc2)n1	i	-1	-7	.	i	.	i	2	1	i	i
C/C(CCc1ccccc1)=N\NC(=O)c1ccccc1	i	4	-7	i	i	1	i	3	-2	i	i
CCN1CCN(C(=O)c2cc(S(=O)(=O)Nc3ccc(S(C)(=O)=O)cc3)ccc2Cl)CC1	i	2	-11	i	i	1	i	2	2	i	i
Cc1ncc(CN2CCN(C(C)C)C(CCO)C2)s1 (stereo unspecified)	i	7	-6	i	i	-1	i	-1	-2	i	i
COCCN1Cc2cccc(C(=O)Nc3cc(OC)ccc3OC)c2C1=O	i	3	-4	i	i	-2	i	0	0	i	i
COc1ccccc1C(=O)NNC(=S)NC(=O)c1ccco1	i	9	-9	i	i	1	i	-3	-5	i	i
Cc1cccc(OCC(=O)Nc2cccc(O)c2)c1	i	-4	-7	i	i	1	i	0	8	i	i
CC(C)C(=O)OCC(=O)Nc1ccc2c(c1)CCC2	i	0	-4	i	i	0	i	1	-2	i	i
CCn1cc(C=C2C(=O)c3ccccc3C2=O)c2ccccc21	i	.	-6	i	i	.	i	2	4	i	i
FC(F)(F)c1cccc(-n2cccc2/C=N/n2cnnc2)c1	i	13	-7	i	i	0	i	0	6	i	i
NNC(=O)c1cccc(Cn2cc(Br)c([N+](=O)[O-])n2)c1	i	-4	-1	i	i	-2	i	5	-1	i	i
COC(=O)C(Nc1ccccc1Cl)(c1cc(C)c(O)c(C)c1)C(F)(F)F (stereo unspecified)	i	14	-8	i	i	1	i	1	-4	-9.6*	i
C=CCOc1ccc(C2NC(=S)NC3=C2CCc2ccccc23)cc1 (stereo unspecified)	i	-1	-6	i	i	0	i	-3	19	i	i
CCOc1nc(Nc2ccc(OC)cc2)nc(N2CCOCC2)n1	i	-5	-4	i	i	-1	i	1	-10	i	i
Oc1ccccc1C1=Nc2ccccc2N=C(c2cccs2)C1	i	7	-24	i	i	1	-10*	-1	3	i	i
Cc1ccc(CC(=O)N(C)CC(=O)Nc2ccc(N3CCOCC3)cc2)cc1C	i	-1	-6	i	i	-3	i	4	-13	i	i
CC(=O)Nc1ccc(S(=O)(=O)Nc2ccc(NC(=O)c3ccco3)cc2)cc1	i	9	-2	i	i	1	i	1	-4	i	i
CC(CC(=O)NCc1ccccc1)C1CCCO1 (stereo unspecified)	i	-1	-11	i	i	0	i	3	-22	i	i
CCOC(=O)C1=C(N)OC2=C(C(=O)CCC2)C1c1ccccc1OCC (stereo unspecified)	i	5	-9	i	i	0	i	1	-1	i	i
Cn1ncc(Cl)c1C(=O)N/N=C/c1cccc(OC2CSC2)c1	i	-14	-5	i	i	2	i	1	-4	i	i
Cc1ccc(NC(=O)CN2C(=O)C3CC=C(Cl)CC3C2=O)cc1 (stereo unspecified)	i	-2	-3	i	i	0	i	-1	-5	i	i
COc1cc(OC)nc(Oc2cccc(C(F)(F)F)c2)n1	i	-1	-7	i	i	0	-10*	-1	-2	i	i
Nc1nc(-c2ccc3c(c2)OCCO3)c(CC(=O)O)s1	i	4	-4	i	i	0	i	2	4	i	i
COc1ccccc1NC(=O)COc1ccc(-c2nn(C)c(=O)c3ccccc23)cc1	i	1	-3	i	i	0	i	2	-3	i	i
COc1ccccc1N1CCN(C2CC(=O)N(c3ccc(F)cc3)C2=O)CC1 (stereo unspecified)	i	0	-3	i	i	-6	i	3	0	i	i
CN1CCN(c2ccccc2NC(=O)c2ccc(-c3ccc(Br)cc3)o2)CC1	i	8	-19	i	i	-2	i	2	-4	i	i
O=C1C(C=Nc2ccccc2)=C(O)c2ccccc21	i	-11	-5	i	i	1	i	-4	40	i	i
CCC1(c2ccccc2)NC(=O)N(CC(=O)Nc2ccc3c(c2)OCO3)C1=O (stereo unspecified)	i	-1	-13	i	i	-1	i	0	-4	i	i
CC(C)=CCOc1ccc([C@@H]2COc3c(ccc4c3C=CC(C)(C)O4)C2)c(O)c1	i	-1	-16	i	i	-3	i	1	0	-9.4*	i
COc1ccc(-c2c(C)nn3c(N4CCN(Cc5ccccc5)CC4)cc(C)nc23)cc1OC	i	-2	-18	i	i	0	i	1	3	i	i
COc1ccc(S(=O)(=O)N[C@H](C(=O)N2CC[C@@]3(O)CCCC[C@H]3C2)c2ccccc2)cc1	i	7	-15	i	i	2	i	6	-1	i	i
Cn1c(SCC(=O)NC2CC2)nnc1-c1ccccc1	i	-3	-5	i	i	2	i	1	-3	i	i
O=C(c1ccccc1)c1nc2ccccc2n(CCCn2c(=O)c(C(=O)c3ccccc3)nc3ccccc32)c1=O	i	-12	-3	i	i	1	i	-5	-2	i	i
CC(C)C[C@H](NC(=O)c1cc2cc(Cl)ccc2n1C)C(=O)N1CCC[C@H]1C(=O)O	i	-1	-6	i	i	-1	i	4	14	i	i
CCCC[C@@H]1CCCO[C@@](C(=O)NCc2cc(C)n(C)n2)(C(F)(F)F)C1	i	12	-8	i	i	-1	i	1	4	i	i
COc1ccc(S(=O)(=O)N(CC(=O)Nc2ccc(S(=O)(=O)N3CCOCC3)cc2)c2ccccc2)cc1	i	-11	-8	i	i	0	i	0	-2	i	i
Cc1cc(C)c(S(=O)(=O)c2ccccc2)c(OC(=O)c2cc(F)c(F)cc2Cl)n1	i	1	0	i	i	0	i	2	0	i	i
Fc1ccc(NCc2nnc(SCc3nnc(-c4ccccc4)o3)n2Cc2ccccc2)cc1	i	.	-21	i	i	-2	i	1	-1	i	i
Cc1ccc(C2(CC(=O)O)CCOC(C)(C)C2)cc1 (stereo unspecified)	i	7	-5	i	i	-4	i	2	-101	i	i
CN(C)c1nc(C(F)(F)F)cc(=O)[nH]1	i	-4	-3	i	i	-1	i	-5	-1	i	i
CCOC(=O)C1=C(C)NC(=S)NC1C (stereo unspecified)	i	1	-3	i	i	-2	i	1	-5	i	i
COCc1[nH]nc2c1C(c1cccc(OC)c1)C(C#N)=C(N)O2 (stereo unspecified)	i	-6	-11	i	i	3	i	-1	1	i	i
O=C1C(=O)c2c(C(=O)c3ccccc3)coc2-c2ccccc21	7*	1	-33	i	i	3	-15*	2	23	i	i

These rows are one share of the data; the hit share may differ from the screen's.
